Source: PubChem
RNase H inhibition = RNase H inhibition, HIV 1 Gag Pol polyprotein, FRET biochemical assay, screening (AID 372). 0.77% of 100,000 active. HIV-1 RT RNase H, FRET RNA/DNA substrate fluorescence; higher % means a stronger effect. inhibition, % at 10 µM; hits with a dose series show IC50 in µM; in the data active = inhibition above about 50%
* hit, by the source's call.

SMILES	RNase H inhibition
O=C(NCCc1ccccc1)c1ccccc1C(F)(F)F	0%
COc1ccc(N/C=C/C(=O)c2ccccc2)cc1	18%
Nc1ccc(-c2nnc(-c3ccccc3)o2)cc1	15%
CCc1nc2c(C)ccc(C)c2c(N)c1C	0%
Cc1ccc(NC(=S)NC(=O)c2cccc(F)c2)cc1Cl	0%
COc1ccc(C(=O)NC(=S)NCc2cccnc2)cc1	10%
O=C(Cn1c(NCCCO)nc2ccccc21)c1ccc(Br)s1	11%
COc1ccccc1OCCCCCCNCCO	5%
COc1cccc(C(=O)N/N=C/c2ccccc2F)c1	0%
Cc1c(C=C2C(=O)N(C)C(=S)N(C)C2=O)c2ccccc2n1C	18%
Cc1cccc(N2C(=O)SC(Nc3ccc(C)cc3C)C2=O)c1 (centres undefined)	12%
O=C(COC(=O)c1cc(Br)ccc1O)c1ccc(Br)cc1	0%
N#CC(C#N)=C1C(Cl)=C(Cl)c2ccccc21	27%
O=C1N=C(N2CCCCCC2)S/C1=C\c1ccc(O)cc1	7%
O=C(CNc1ccc2ccccc2c1)N/N=C/c1ccc(Br)c([N+](=O)[O-])c1	16%
CC1=C(C(=O)OCCc2ccccc2)C(c2cc([N+](=O)[O-])ccc2Cl)C2=C(CCCC2=O)N1 (centres undefined)	8%
CCN(C(=O)c1ccccc1Br)c1ccccc1	11%
O=C(NNC1CC(=O)N(c2ccccc2)C1=O)c1ccccc1 (centres undefined)	2%
Cc1cc(C(=O)N/N=C/c2c(C)nn(-c3ccccc3)c2C)n[nH]1	5%
Cc1cc(C(=O)N/N=C/C(Br)=C/c2ccccc2)n[nH]1	20%
CCn1c(-c2ccc(Cl)cc2)n[nH]c1=S	2%
Cc1nc2c(c(C)nn2-c2ccccc2)c(C)c1C	0%
CC1(C)Cc2ccccc2C(NNC(=O)c2ccncc2)=N1	0%
CC1=C(C(=O)OC2CCCCC2)C(c2cccc([N+](=O)[O-])c2)C2=C(CCCC2=O)N1 (centres undefined)	13%
COc1cc(CN2CCN(Cc3ccc(C)cc3)CC2)cc(OC)c1OC	6%
Cc1ccc2nc(C)cc(C(=O)OC(C)C(=O)c3ccccc3)c2c1 (centres undefined)	10%
Oc1ccccc1/C=N/Nc1c(Cl)cc(Cl)cc1Cl	22%
Cc1nc(-c2cccc(NC(=O)c3cccc([N+](=O)[O-])c3)c2)cs1	0%
COc1ccccc1/C=C1\SC(=S)N(CC(=O)NNc2ccccc2)C1=O	31%
COc1ccc(/C=N/N=C2/SC(C)C(=O)N2c2ccc(C)cc2)c(OC)c1 (centres undefined)	11%
CCOC(=O)Nc1nnc(-c2ccccc2)s1	5%
COC(=O)C1=C(C)NC(=O)CC1c1cccc(OC)c1OC (centres undefined)	15%
COc1ccccc1NC(=O)Nc1cccc(Cl)c1	16%
CC(C)(C)c1ccc(OCC(=O)Nc2ccc(Cl)cn2)cc1	10%
Cc1ccc(N=Cc2cc([N+](=O)[O-])ccc2O)cc1F	0%
Cc1ccc(C(=O)N2CCCC2)c(Cl)c1	0%
Cc1c(NC(=O)c2ccc([N+](=O)[O-])cc2Cl)cccc1-c1nc2ccccc2s1	15%
CCOC(=O)c1ccc(NC(=O)COc2ccc(Br)cc2)cc1	8%
Cc1c(Cl)cccc1NC(=O)/C(C#N)=C/c1c[nH]c2ccccc12	11%
CN1CCN(c2ccc3c4c(cccc24)C(=O)c2ccccc2-3)CC1	15%
CC1(C)CC(NC(=S)Nc2ccc([N+](=O)[O-])cc2)CC(C)(C)N1	9%
COC(=O)c1ccc(C=Nc2ccc(Cc3ccncc3)cc2)cc1	11%
COC(=O)C1=C(C)N(Cc2ccccc2)C(=O)/C1=C\c1cccs1	4%
Cc1cc(NC(=O)CSc2nc3ccccc3o2)no1	7%
CCC(Oc1ccccc1)C(=O)Nc1nc2ccc(S(C)(=O)=O)cc2s1 (centres undefined)	7%
Cc1nn(CC(=O)Nc2c(C)n(C)n(-c3ccccc3)c2=O)c(C)c1[N+](=O)[O-]	0%
Cc1cccc(/C(N)=N/OC(=O)Cc2ccc(Cl)cc2)c1	11%
CC(C)(C)c1ccc(C=NNC(=O)Cn2nnc3ccccc32)cc1	11%
CCOc1cc(C(=O)Nc2ccc(OC)cc2[N+](=O)[O-])cc(OCC)c1OCC	11%
CC(=O)c1cccc(N2CN=c3s/c(=C\c4cccc([N+](=O)[O-])c4)c(=O)n3C2)c1	14%
The list goes on.
SMILES	RNase H inhibition
COc1ccc(C(=O)COC(=O)Cc2ccccc2)cc1	4%
CCOC(=O)C1=C(C)NC2=C(C(=O)CC(c3ccc(OC)cc3)C2)C1c1ccc(O)c(OC)c1 (centres undefined)	18%
CCC1CCc2c(sc(NC(=O)c3ccc4c(c3)OCO4)c2C(=O)OC)C1 (centres undefined)	3%
Cc1ccc2[nH]c(C(=O)NN=C3CCCCC3)c(-c3ccccc3)c2c1	27%
Cc1ccc2sc(-c3ccc(NC(=O)c4ccccc4Cl)cc3)nc2c1	12%
O=C1NC(=O)N(Cc2ccco2)C(=O)/C1=C\c1ccc(-c2ccc([N+](=O)[O-])cc2)o1	17%
CCc1cc2c(Nc3ccncc3)ncnc2s1	8%
COc1cccc(CNC23CC4CC(CC(C4)C2)C3)c1	7%
NNc1ccc(/C=C/c2ccc(NN)cc2S(=O)(=O)O)c(S(=O)(=O)O)c1	8%
CCOc1cc(C2C(C(=O)OCCc3ccccc3)=C(C)NC3=C2C(=O)CC(c2ccccc2)C3)ccc1O (centres undefined)	0%

Shown as labelled records: part of the list above.
> COc1cccc(CNC23CC4CC(CC(C4)C2)C3)c1
- RNase H inhibition: 7%

> CCC1CCc2c(sc(NC(=O)c3ccc4c(c3)OCO4)c2C(=O)OC)C1 (centres undefined)
- RNase H inhibition: 3%

> Cc1ccc2sc(-c3ccc(NC(=O)c4ccccc4Cl)cc3)nc2c1
- RNase H inhibition: 12%

> CCOc1cc(C2C(C(=O)OCCc3ccccc3)=C(C)NC3=C2C(=O)CC(c2ccccc2)C3)ccc1O (centres undefined)
- RNase H inhibition: 0%

Next entries follow:
SMILES	RNase H inhibition
COC(=O)c1c(C)oc2cc(Br)c(OCc3ccccc3F)cc12	21%
Cc1nc2cc(-c3ccc(I)cc3)[nH]n2c(=O)c1C	0%
COC(=O)NC1(C(Cl)Cl)N=C(c2ccccc2)N=C1N (centres undefined)	6%
COc1cc2ccccc2cc1C(=O)Nc1ccc(NC(=O)c2ccccc2)c(C)c1	2%
COc1ccc(S(=O)(=O)N(CC(=O)NCCSc2ccccc2)c2ccccc2)cc1	16%
COc1ccccc1CNS(=O)(=O)c1ccc2ccccc2c1	3%
CCOc1ccc(C(=O)NCc2cccs2)cc1OCC	5%
CCc1ccccc1NC(=O)c1c(NC(=O)c2cccs2)sc2c1CCC2	18%
Cc1ccc(NC(=O)Nc2nnc(-c3ccc(F)cc3)s2)cc1	0%
CCCS(=O)(=O)c1c(S(=O)(=O)CCC)c2cc(-c3ccncc3)ccn2c1C(=O)c1ccc(C)cc1C	1%
O=C(c1nn2c(C(F)(F)F)cc(-c3ccc(Cl)cc3)nc2c1Cl)N1CCOCC1	16%
COc1cccc2cc(-c3nc(-c4cc5cc(Br)ccc5oc4=O)cs3)c(=O)oc12	5%
COCCNCCOCCOc1ccccc1OC	10%
Cc1ccccc1C(=O)N1CC(C)CC(C)C1 (centres undefined)	1%
CC1(C)CC(=O)C=C(NNC(=O)c2ccc(N)cc2)C1	15%
COc1cc(CNc2ccc(F)c(Cl)c2)cc2c1OCO2	1%
CCOc1ccc(C2=C/C(=C/c3ccc(OC)c(OC)c3)C(=O)O2)cc1	8%
Cc1ccc(C(=O)Nc2ccc(NC(=O)c3cccs3)cc2)cc1C	8%
O=C1CN(C(=O)c2ccc([N+](=O)[O-])cc2)c2ccccc2N1	7%
Cc1onc(-c2c(Cl)cccc2Cl)c1C(=O)Nc1ccc(Cl)cc1Cl	14%
COc1cccc(/C=N/NC(=O)C(=O)Nc2ccc(C)c(C)c2)c1O	12%
CC(=O)c1ccc(N2CCN(Cc3ccc(C)s3)CC2)cc1	15%
O=C(Cn1nnc2ccccc21)N/N=C/C=C/c1ccccc1	15%
CCCOc1ccc(C2C(C(=O)OC(C)CC)=C(C)NC3=C2C(=O)CC(c2ccc(Cl)cc2)C3)cc1 (centres undefined)	3%
Nc1ccc(NC(=O)c2ccccc2Br)cc1	10%
O=C(CCN1C(=O)/C(=C/c2ccccc2Cl)SC1=S)Nc1ccc(O)cc1	15%
COC(=O)CNC(=O)c1ccc([N+](=O)[O-])cc1	0%
O=c1nc(N/N=C/c2c(O)ccc3ccccc23)cn[nH]1	13%
O=c1[nH][nH]c(=O)n1/N=C/c1ccccc1O	1%
O=C(O)c1ccc(Oc2ccc3c(c2)C(=O)N(c2ccc([N+](=O)[O-])cc2)C3=O)cc1	3%
CCOc1cccc(C(=O)Nc2nnc(COc3ccc(Cl)cc3)s2)c1	6%
NNC(=O)C1C(=O)NCC1c1ccccc1 (centres undefined)	3%
CCCOc1ccc(C2Nc3ccccc3NC3=C2C(=O)CC(c2ccc(OC)cc2)C3)cc1OC (centres undefined)	3%
CC(C)(C)NC(=O)C(=O)N/N=C/c1ccc(F)cc1	12%
Cc1ccc(Oc2nc3ccccc3n3cnnc23)cc1	8%
COc1ccccc1C(=O)NC(=S)Nc1ccc(C)cc1Br	15%
CC(C)(C)c1ccc(C(=O)N(Cc2ccccc2)Cc2ccccc2)cc1	21%
O=C(N/N=C/c1ccncc1)c1cccc(F)c1	0%
CCOC(=O)C1=C(C)NC2=C(C(=O)CC(c3ccc(Cl)cc3)C2)C1c1ccc(O)c(OCC)c1 (centres undefined)	0%
CCC(CO)N=Cc1ccc(Cl)cc1 (centres undefined)	8%
COc1cc(NS(=O)(=O)c2ccc(Nc3cc(OC)c([N+](=O)[O-])nc3[N+](=O)[O-])cc2)nc(OC)n1	4%
Cc1ccc(NC(=O)/C=C/c2cccc([N+](=O)[O-])c2)cc1	16%
CC1(C)CC(=O)C2=C(C1)OC1=C(C(=O)CC(C)(C)C1)C2c1cccc(O)c1	16%
O=C(NC(=S)Nc1ccc(Cl)c(-c2nc3cc(Cl)ccc3o2)c1)c1ccccc1	32%
NC(=O)c1cccc(N=Cc2ccc(Cl)cc2)c1	3%
CC(=O)Nc1ccccc1NC(=O)c1cccc(I)c1	0%
CCOC(=O)c1c(NC(=O)C(Cl)Cl)sc2c1CCCC2	7%
O=C(O)c1ccc(CNC(=S)Nc2ccccc2)cc1	10%
COc1cc(/C=C(/C#N)C(=O)Nc2cccc(Br)c2)cc([N+](=O)[O-])c1O	7%
O=C(Nc1ccc(Cl)cc1)Nc1nnc(COc2ccc(Cl)cc2Cl)s1	29%

Reprinted at random: 2 compounds from above.
SMILES	RNase H inhibition
CCOC(=O)c1c(NC(=O)C(Cl)Cl)sc2c1CCCC2	7%
COc1cc(/C=C(/C#N)C(=O)Nc2cccc(Br)c2)cc([N+](=O)[O-])c1O	7%

Going on with the list:
SMILES	RNase H inhibition
Cc1ccccc1N(CC(=O)NCC(C)c1ccccc1)S(=O)(=O)c1ccccc1 (centres undefined)	8%
CCCOc1cccc(C(=O)Nc2ccc3ccccc3c2)c1	8%
O=C(Nc1ccccc1Br)c1ccc(Cl)c([N+](=O)[O-])c1	2%
CC(/C=C/c1ccccc1)=N\N=C1\NC(=O)C(Cc2ccccc2)S1 (centres undefined)	9%
CCOc1cccc(C(=O)NC(=S)Nc2ccc3nn(-c4ccc(C)cc4)nc3c2)c1	39%
O=C(Nc1ccc(Cl)cc1)Nc1ccc(Cl)cc1Cl	4%
Cc1ccc(S(=O)(=O)N2CCC(C)CC2)cc1	5%
COc1cccc(OC)c1C(=O)Nc1ccccc1NC(C)=O	15%
Cc1cccc(OCC(=O)n2cnnc2N)c1	4%
CCOc1cccc(/C=N/NC(=O)CSc2nc3ccccc3n2Cc2ccccc2)c1O	12%
O=C(Nc1ccc(Cl)cc1)NC1CCCCCCC1	1%
Cc1nc2cc(-c3ccccc3)[nH]n2c(=O)c1C	16%
COCCNC(=O)COc1ccc(C)cc1Br	0%
COc1ccc(CNS(=O)(=O)c2ccc3ccccc3c2)cc1	4%
O=C1NC(=S)S/C1=C/c1ccc(-c2ccc(C(=O)O)c(Cl)c2)o1	16%
O=C1NC(=O)N(c2ccccc2)C(=O)/C1=C/c1ccc(O)c(O)c1	49%
O=[N+]([O-])c1ccc(-c2nc(-c3ccccc3)c(-c3cccc4ccccc34)[nH]2)cc1	32%
Oc1ccc(Nc2nc3nonc3nc2Nc2ccccc2)cc1	3%
CCCC(=O)Nc1ccc(-c2nc3ncccc3o2)cc1	4%
CC1=CC(C)C2(COC(CCc3ccccc3)OC2)C(C)C1 (centres undefined)	10%
CCOC(=O)C(CCCCCOc1cc(C)cc(C)c1)C(=O)OCC	14%
O=C(Nc1cccc(NC(=O)c2ccc(Cl)cc2Cl)c1)c1ccc(Cl)cc1	19%
S=c1nc(COc2ccc(Cl)cc2Cl)[nH][nH]1	18%
Fc1ccccc1OCCSc1ncnc2nc[nH]c12	3%
COc1ccc(CC(=O)Nc2ccc(Nc3ccccc3)cc2)cc1OC	6%
O=C(NC(=S)Nc1ccc(N2CCCCC2)cc1)c1ccc(Cl)cc1	19%
Cc1ccc(S(=O)(=O)CCc2nc3ccccc3s2)cc1C	7%
O=C(NN=C1CCCCC1)c1ccc(O)cc1	4%
C=CCN1C(=O)/C(=C/c2ccc(OCCOc3ccc(OC)cc3)cc2)SC1=S	15%
Cc1ccccc1NC(=O)CCC(=O)N/N=C/c1cc(Br)cc([N+](=O)[O-])c1O	0%

In another format: four of the compounds above.
O=C(CNc1ccc2ccccc2c1)N/N=C/c1ccc(Br)c([N+](=O)[O-])c1
  RNase H inhibition: 16%
CC1=C(C(=O)OCCc2ccccc2)C(c2cc([N+](=O)[O-])ccc2Cl)C2=C(CCCC2=O)N1 (centres undefined)
  RNase H inhibition: 8%
CCN(C(=O)c1ccccc1Br)c1ccccc1
  RNase H inhibition: 11%
O=C(NNC1CC(=O)N(c2ccccc2)C1=O)c1ccccc1 (centres undefined)
  RNase H inhibition: 2%

An excerpt. The share of hits here may be higher or lower than overall.
